From PubChem
SIRT5 inh: blocks human SIRT5 desuccinylation of peptide. Q9NXA8. Purified SirT5, succinyl-peptide AMC, trypsin-coupled fluorescence. inhibition, % at 15 µM. actives 1.1% (n = 330,000). AID 652115; in the data active = inhibition above about 15%
PGC1a acetyl inh: PGC1a acetylation modulation, inhibitor mode | U2OS PGC1a acetylation, AlphaScreen anti-acetyl-lysine; with virally co-expressed GCN5 acetyltransferase | inhibition, % at 15.6 µM | actives 0.17% (n = 350,000);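 active = every replicate shows inhibition of at least 40%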;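 note: 0% = neutral control wells and 100% = positive control wells; some results beyond the cut were filed as inactive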
Cneo AK release: Cryptococcus neoformans lysis via adenylate kinase release; actives 0.2% (n = 360,000); C. neoformans lysis, adenylate kinase release luminescence, 4 h; normalised: neutral wells 0, clomiphene wells 100; lysis activity, % at 15 µM; AID 651654;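 active = mean lysis activity across replicates of at least 80%, whatever share of replicates individually reach that level; inactive = mean lysis activity below 80%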
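read-out = cell lysis signal | test system = log-phase Cryptococcus neoformans yeast cells | input = cells at 5 × 10^6 per mL | medium = fresh YPD growth medium | signal = luminescent adenylate kinase detection reagent | timing = 4 h at 37 °C static, read 1 h later | dosing = single dose | controls = Clomiphene as positive lysis control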
ERAP1 HTS inh: inhibitors of human ERAP1 aminopeptidase | Q9NZ08 | recombinant ERAP1, Leu-AMC fluorescence, 60 min | inhibition, % at 10.7 µM | actives 0.15% (n = 340,000);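 active = mean replicate inhibition of at least 30%, or all replicates individually reaching that 30% level; inactive = mean below 30% and not every replicate reaching it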;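 note: 0% = neutral control wells and 100% = L-leucinethiol positive control wells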
Target sequence (Q9NZ08 whole entry, looked up): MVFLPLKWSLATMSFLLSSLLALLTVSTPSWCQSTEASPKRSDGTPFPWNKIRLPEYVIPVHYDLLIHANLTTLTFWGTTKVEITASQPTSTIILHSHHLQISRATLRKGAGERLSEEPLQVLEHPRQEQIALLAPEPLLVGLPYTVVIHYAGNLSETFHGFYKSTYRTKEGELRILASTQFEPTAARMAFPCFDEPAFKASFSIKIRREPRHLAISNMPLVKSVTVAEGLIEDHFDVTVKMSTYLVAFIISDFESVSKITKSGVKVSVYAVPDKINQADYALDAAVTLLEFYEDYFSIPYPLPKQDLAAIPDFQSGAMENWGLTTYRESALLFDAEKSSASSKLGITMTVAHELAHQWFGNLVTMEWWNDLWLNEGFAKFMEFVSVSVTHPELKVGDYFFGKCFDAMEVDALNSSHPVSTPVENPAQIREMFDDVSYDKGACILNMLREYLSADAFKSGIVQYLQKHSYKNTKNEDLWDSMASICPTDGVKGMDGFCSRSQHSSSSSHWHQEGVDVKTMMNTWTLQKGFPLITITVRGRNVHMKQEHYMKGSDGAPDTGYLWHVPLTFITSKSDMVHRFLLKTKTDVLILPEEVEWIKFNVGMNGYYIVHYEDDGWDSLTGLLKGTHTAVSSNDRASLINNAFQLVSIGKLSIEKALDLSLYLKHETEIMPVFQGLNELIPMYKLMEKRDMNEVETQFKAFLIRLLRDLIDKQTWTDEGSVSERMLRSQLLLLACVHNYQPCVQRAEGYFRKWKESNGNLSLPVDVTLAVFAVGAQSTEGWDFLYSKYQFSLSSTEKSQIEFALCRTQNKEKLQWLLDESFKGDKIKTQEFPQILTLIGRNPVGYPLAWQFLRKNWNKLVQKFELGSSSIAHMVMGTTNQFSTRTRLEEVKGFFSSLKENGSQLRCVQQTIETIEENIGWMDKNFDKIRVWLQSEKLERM
S100A4 inh HTS: blocks human S100A4 binding to myosin IIA peptide; P26447; S100A4/TAMRA-MyoIIA peptide fluorescence polarization; inhibition, % at 10.7 µM; actives 0.14% (n = 360,000);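 active = mean inhibition of at least 70% across replicates, with every replicate also reaching that level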
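Assay system: human S100A4 monomer with TAMRA-labelled myosin IIA peptide / Buffer or medium: Calcium-containing HEPES buffer, pH 7.2 / Reagent: TAMRA-labelled myosin IIA heavy-chain peptide probe, 5 nM / Compound: one dose per compound / Timing: polarization read 5 min after assay mix addition, stable 5–60 min / Benchmarks: neutral control DMSO, positive control TFP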
LGR2 inh: blocks bursicon-induced cAMP signaling via Drosophila LGR2. AID 720647. HEK293 LGR2, CRE-luciferase, bursicon-stimulated, 4 h. actives 0.35% (n = 380,000). inhibition, % at 9.99 µM;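 active = drop in luminescence signal, shown as inhibition above about 50% in the replicate tests, limit read from the data, passing the limit was not always enough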;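 note: agonist challenge used bursicon conditioned medium at about half maximal strength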
Xi reactivation: X-chromosome reactivation activator. XiGFP mouse fibroblasts, % GFP-positive cells imaging, 3 d; cells co-treated with 5-aza-dC sensitizer; scaled so ellipticine positive control = 100%. activation, % at 7.58 µM. actives 0.055% (n = 360,000);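 active = mean normalized replicate activation at least 10% and every replicate at or above 10%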;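 note: 0% = median of on-plate neutral control wells and 100% = ellipticine 6 µM median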
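Assay system – SV40-immortalized XiGFP fibroblast cells, line 68-5-11 · Buffer or medium – DMEM supplemented with 5-aza-dC as sensitizing agent · Dosing – one concentration, pinned · Benchmarks – positive control ellipticine, 6 µM final · Times – 3 days compound exposure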
Statin myotox sup: suppression of simvastatin myotoxicity | actives 0.78% (n = 330,000) | rescue of ATP level, % at 7.49 µM | C2C12 myotubes + simvastatin, ATP luminescence, 48 h; scaled: DMSO 0, geranylgeraniol control 100;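 active = mean ATP rescue above about 67%, or every replicate alone reaching that limit, limit read from the data, passing the limit was not always enough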;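 note: myotubes were challenged with 10 µM simvastatin during compound exposure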
* hit, by the source's call; . = not tested or not shown.

smiles	SIRT5 inh	PGC1a acetyl inh	Cneo AK release	ERAP1 HTS inh	S100A4 inh HTS	LGR2 inh	Xi reactivation	Statin myotox sup
Cc1ccc(CNC(=O)C2CCC(=O)N(C3CCCC3)C2)c(F)c1F (stereo not drawn)	-2	-4	-1	-1	3	13	0.0	-1
COc1ccc(Oc2ncnc3sccc23)cc1	-4	-3	-1	-2	-8	-23	0.1	-3
O=C(NCCC1=CCCCC1)C1CCCN(S(=O)(=O)c2cccc3cccnc23)C1 (stereo not drawn)	.	-12	-5	-3	-1	-6	0.2	3
COC(=O)CCCCNC(=O)Nc1ccccc1	-4	.	.	5	-11	-12	0.2	.
Cc1onc(-c2ccccc2)c1C(=O)OCC(=O)N1CCN(c2ccccc2)CC1	-3	.	5	-3	-1	-8	-0.1	23
NC(Cc1ccc(C(F)(F)F)cc1)c1csc(Nc2ccccn2)n1 (stereo not drawn)	-1	4	1	3	-6	-2	0.1	-17
CC(C)C#Cc1ccc2c(c1)O[C@@H](CN(C)C)[C@H](C)CN([C@@H](C)CO)S2(=O)=O	-3	-12	7	.	2	0	-1.0	6
CC(=O)Nc1ccc(/C(C)=N/Nc2nc(Nc3ccccc3)nc(N3CCOCC3)n2)cc1	-2	6	.	-2	1	1	0.0	.
CC(C)N(Cc1nccn1C)C(=O)c1ccc(OC2CCN(C(=O)C3CC3)CC2)cc1	-6	5	7	-3	-1	0	0.0	12
C[C@@H]1CCCCO[C@@H](CN(C)Cc2ccccc2)[C@H](C)CN([C@H](C)CO)C(=O)c2cc(NC(=O)c3ccncc3)ccc2O1	-3	0	3	-1	-5	-1	0.4	.
CCS(=O)(=O)N1Cc2ccccc2CC1C(=O)NCc1cccc(OC)c1 (stereo not drawn)	-3	-7	0	-2	-1	10	-0.1	.
CCCN1[C@@H]2c3cccc(=O)n3C[C@@H]2[C@@H](CO)[C@@H]1C(=O)N[C@H](C)c1ccccc1	-4	3	.	-1	1	1	0.8	.
COCC(=O)N1[C@@H](CO)[C@@H]2c3ccccc3N(C(=O)Nc3cc(F)ccc3F)C[C@@H]21	3	7	-1	-1	7	-14	0.0	0
C[C@@H]1CN([C@H](C)CO)C(=O)c2cc(N(C)C)ccc2O[C@@H](C)CCCCO[C@@H]1CN(C)C(=O)Cc1ccccc1	4	-20	0	-6	-59	-16	-0.3	-19
CCN(CCNC(=O)c1ccc2nc(-c3ccccc3NC(C)=O)c(=O)[nH]c2c1)c1ccccc1	.	2	1	-4	-2	2	0.3	0
NS(=O)(=O)c1ccc(NC(=S)Nc2ccn(Cc3cccc4ccccc34)n2)cc1	-5	-37	0	2	8	2	0.0	1
N#Cc1ccc(Sc2ccccn2)c([N+](=O)[O-])c1	-2	-9	0	3	7	.	0.1	9
COCC#Cc1ccc2c(c1)O[C@@H](CN(C)CC1CCCCC1)[C@H](C)CN([C@@H](C)CO)S2(=O)=O	.	-14	.	.	.	8	0.0	-84
COc1cc(OC)cc(C(=O)NC2CCCN(Cc3ccc(Cl)cc3)C2)c1 (stereo not drawn)	-5	12	9	-2	-4	6	0.0	34
Cc1nn(CC(=O)Nc2c(C)n(C)n(-c3ccccc3)c2=O)c(C)c1[N+](=O)[O-]	-3	6	1	3	9	-13	0.0	2
COc1cnn(-c2ccccc2)c(=O)c1OC	-3	7	.	.	4	-9	0.1	.
O=C(CSc1ccc2nnc(-c3ccccn3)n2n1)Nc1ccccc1C(F)(F)F	-8	.	-2	3	-3	-7	0.1	.
Cc1nc2ccc(NC(=O)CSc3ccccc3)cc2s1	2	1	-2	-1	-3	-99	0.0	3
O=C(NC(=S)Nc1ccccc1Cl)c1cnn2c(C(F)(F)F)cc(C(F)(F)F)nc12	-3	1	0	.	0	8	0.1	.
CCOc1ncccc1C(=O)OCC(=O)Nc1ccc2c(c1)OCCO2	-1	3	0	4	9	-16	0.0	6
O=S(=O)(Nc1ccc2c(c1)OCCO2)c1cccs1	1	.	-2	-6	1	8	.	-3
CNC[C@H]1Oc2c(NS(=O)(=O)c3ccc(OC)cc3)cccc2C(=O)N([C@@H](C)CO)C[C@@H]1C	2	-2	3	3	-8	-8	-0.9	27
COc1cccc(-c2nc(C(=O)NCCCN3CCOCC3)cc3c2[nH]c2ccccc23)c1	.	-38	0	8	-8	-68	.	3
Cc1noc(C)c1S(=O)(=O)N(C)C[C@@H]1OCCCC[C@H](C)Oc2ccc(NC(=O)Cc3ccccc3)cc2C(=O)N([C@H](C)CO)C[C@@H]1C	8	10	-1	0	-3	0	-0.1	.
S=C1NCN(Cc2ccco2)CN1c1ccccc1	-12	.	.	1	5	-69	0.0	.
COc1cccc(NC(=O)c2ccccc2F)c1	-2	4	-7	0	6	-18	0.4	-7
Cc1ccc(C)c(C(O)c2ncc(-c3ccc4ccccc4c3)[nH]2)c1 (stereo not drawn)	6	1	1	-3	1	-4	-0.1	1

Some of the entries so far, as labelled records:
> S=C1NCN(Cc2ccco2)CN1c1ccccc1
- SIRT5 inh = -12
- PGC1a acetyl inh = .
- Cneo AK release = .
- ERAP1 HTS inh = 1
- S100A4 inh HTS = 5
- LGR2 inh = -69
- Xi reactivation = 0.0
- Statin myotox sup = .
> COc1cccc(NC(=O)c2ccccc2F)c1
- SIRT5 inh = -2
- PGC1a acetyl inh = 4
- Cneo AK release = -7
- ERAP1 HTS inh = 0
- S100A4 inh HTS = 6
- LGR2 inh = -18
- Xi reactivation = 0.4
- Statin myotox sup = -7

Later entries
Second line of a record: SIRT5 inh, PGC1a acetyl inh, Cneo AK release, ERAP1 HTS inh, S100A4 inh HTS, LGR2 inh, Xi reactivation, Statin myotox sup
> O=C(C[C@H]1C=C[C@H](NC(=O)c2ccncc2)[C@H](CO)O1)NCCc1ccncc1
    -1, -3, -1, -1, 5, -12, 0.2, 1
> CC(CCc1ccccc1)NC(=O)C(=O)NCCc1ccccc1 (stereo not drawn)
    -2, ., ., -1, 0, -4, 0.4, .
> Cc1cc(C)c(S(=O)(=O)N2CC=C(c3ccccc3)CC2)c(C)c1
    2, -50, -2, 3, 4, 6, 0.5, 6
> O=C(Nc1cccc(F)c1)c1ccc(S(=O)(=O)N2CCOCC2)cc1
    0, -4, 4, 4, -3, ., -0.1, -12
> CC(C)n1c(=O)[nH]c2cc(C(=O)Nc3ccccc3)ccc21
    -1, -2, -3, 0, -5, -33, 0.2, -6
> O=P(CCc1ccccc1)(c1ccccc1)c1ccccc1
    3, 6, -6, 6, -2, -17, 0.1, 7
> COC(=O)[C@@]12CCCN1[C@H](c1ccc(-c3cccc(Cl)c3)c(OC)c1)[C@H]1C(=O)N(C)C(=O)[C@H]12
    ., ., 0, 5, -21, 7, 0.1, -20
> O=C(C1CCN(c2ncnc3c2sc2cccc(F)c23)CC1)N1CCOCC1
    2, 0, 0, -4, 1, 18, 0.4, 6
> COc1cccc(C(=O)Nc2ccc3c(c2)OC[C@H](C)N(C(=O)C2CCCC2)C[C@H](C)[C@H](OC)CN(C)C3=O)c1
    3, ., -3, 1, 0, 10, 0.3, 0
> CC(=O)Oc1cc2c(C(=O)NCc3ccncc3)c(C)oc2c2ccccc12
    7, -15, 0, 4, -7, -1, 0.0, 3
> O=C(Nc1cc([N+](=O)[O-])ccc1O)c1cccc(NC(=O)c2ccco2)c1
    -4, -19, 5, 2, 2, -12, -0.1, 3
> O=C(Oc1ccc(-c2csnn2)cc1)c1cccs1
    13, 0, -1, 1, 1, -6, 0.4, -2
> CC(=O)N1[C@H](CNC(=O)CN(C)C)[C@H](c2ccc(C3=CCCC3)cc2)[C@@H]1CO
    ., 13, -1, ., ., 9, -0.1, 5
> C[C@H]1CN([C@@H](C)CO)C(=O)c2cc(C#CCN(C)C)cnc2O[C@@H]1CN(C)C(=O)Nc1cc(F)ccc1F
    9, 6, 0, 0, 10, 11, -1.3, 4
> COc1cccc(/C=N/Nc2ccc(C(=O)O)cc2)c1O
    2, -8, ., -26, 5, ., 0.0, .
> C[C@@H]1CCCCO[C@H](CN(C)C(=O)CCC(F)(F)F)[C@H](C)CN([C@@H](C)CO)C(=O)c2cc(NS(C)(=O)=O)ccc2O1
    ., -2, ., ., ., 24, -0.6, 4
> O=C(Nc1ccc2c(c1)OCO2)C1CCN(C(=O)c2ccc(Cl)cc2)CC1
    -2, 9, 0, -14, 4, 12, 0.0, 2
> O=C(NC(=S)Nc1ccc(N2CCOCC2)cc1)c1cccs1
    1, ., -1, -3, -3, -18, -0.9, -29
> CC1(c2cccc(Br)c2)NC(=O)N(CC(=O)Nc2ccc3c(c2)OCCO3)C1=O (stereo not drawn)
    6, 5, 0, 2, -1, -3, 0.0, 2
> CCCN(CC1CC1)C(=O)CSc1ncnc2sc(C)c(C)c12
    ., -11, -2, ., ., -3, ., 12
> COc1ccccc1C(=O)NCCC(=O)NCC(c1ccco1)N1CCCC1 (stereo not drawn)
    -3, -11, 1, 2, 14, 11, 0.3, -2
> CC(C)(C)NC(=O)NC(=O)CSc1nncs1
    -2, -12, ., 4, -1, 9, -0.5, .

Compound profiles (already shown):
O=C(Nc1ccc2c(c1)OCO2)C1CCN(C(=O)c2ccc(Cl)cc2)CC1 across the screens: SIRT5 inh = -2; PGC1a acetyl inh = 9; Cneo AK release = 0; ERAP1 HTS inh = -14; S100A4 inh HTS = 4; LGR2 inh = 12; Xi reactivation = 0.0; Statin myotox sup = 2
CC1(c2cccc(Br)c2)NC(=O)N(CC(=O)Nc2ccc3c(c2)OCCO3)C1=O (stereo not drawn) across the screens: SIRT5 inh = 6; PGC1a acetyl inh = 5; Cneo AK release = 0; ERAP1 HTS inh = 2; S100A4 inh HTS = -1; LGR2 inh = -3; Xi reactivation = 0.0; Statin myotox sup = 2
COc1ccccc1C(=O)NCCC(=O)NCC(c1ccco1)N1CCCC1 (stereo not drawn) across the screens: SIRT5 inh = -3; PGC1a acetyl inh = -11; Cneo AK release = 1; ERAP1 HTS inh = 2; S100A4 inh HTS = 14; LGR2 inh = 11; Xi reactivation = 0.3; Statin myotox sup = -2

An excerpt. The share of hits here may be higher or lower than overall.
